ARFGAP1 inh = inhibits rat ARF GTPase activating protein 1; actives 0.26% (n = 360,000); AID 651572; Arfgap1-stimulated ARF1 GTP hydrolysis, GDP FP detection; inhibition, % at 16.5 µM; Q62848;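 active means inhibition above a per-plate limit, mean inhibition of low control wells plus 3 SD, cut at about 25% in these data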;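 further: 0% = DMSO wells with enzyme and 100% = wells lacking Arfgap1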
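Material: rat Arfgap1 GAP domain (His6, aa 1-136), purified enzyme. Also added: human ARF1(Δ1-17)-GTP substrate. Compound dosing: 16.5 µM single point, 1.26% DMSO. Timing: enzyme reaction 120 min at 25 °C after 20 min preincubation. Signal: GDP detection by fluorescence polarization. Read-out basis: percent inhibition of GAP-stimulated GDP formation, scaled between DMSO and no-Arfgap1 medians.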
NR1D1 modulator = modulates human Rev-erb alpha binding to DNA; Rev-erbα–FITC-DNA binding, fluorescence polarization, 90 min; activity, % at 10 µM; actives 0.79% (n = 370,000);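 active means activity above about 14%, limit read from the data; passing the limit was not always enough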;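 further: 0% = DMSO wells with 35 nM protein and 100% = DMSO wells with 750 nM protein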
NPR2 activator = GC-B (human) receptor activation. P20594. HEK293-GC-B cells, CNP EC30, cGMP TR-FRET; 0% at EC30 CNP, 100% saturating CNP. activation, % at 10 µM. actives 0.11% (n = 370,000);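 active means activation at 10 µM reaching about 35% in either raw or pattern-adjusted values, limit read from the data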
mABHD4 FP = ABHD4 (mouse) inhibition, primary FP screen; purified mABHD4, FP-Rh probe fluorescence polarization; inhibition, % at 8.92 µM; actives 0.54% (n = 370,000); AID 720543;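 active means inhibition exceeding the mean over every tested compound plus 3 SD, cut at about 30% in these data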;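 further: 0% = plate median of compound wells and 100% = S159A mutant with DMSO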
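Assay system: wild-type mouse ABHD4 protein; compound: single nominal dose of 8.92 µM, 0.89% DMSO final; schedule: 45 min + 60 min at 25 °C; measured by: FP readout, ex 525 nm / em 598 nm; evaluation: % inhibition of FP-Rh probe binding versus controls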
ASAP1 GAP inh = ASAP1 ArfGAP inhibition. Q9ULH1. actives 0.19% (n = 360,000). ASAP1-stimulated ARF1 GTP hydrolysis, GDP FP detection. inhibition, % at 16.5 µM; in the data active means inhibition above about 25%;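 further: 0% = vehicle with enzyme and substrate and 100% = no enzyme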
PG9 binder = binds the HIV-1 gp120 antibody PG9; TR-FRET gp120-PG9 antibody binding; inhibition, % at 6.7 µM; actives 0.43% (n = 360,000); AID 624416; in the data active means inhibition above about 8.5%
NPR1 activator = GC-A (human) enzyme activation; HEK293 GC-A cells, cGMP TR-FRET, EC30 ANP; 0% at EC30 ANP, 100% saturating ANP; activation, % at 10 µM; actives 0.14% (n = 370,000); AID 1671463; in the data active means activation above about 40%
Target sequence (P16066 whole entry, looked up): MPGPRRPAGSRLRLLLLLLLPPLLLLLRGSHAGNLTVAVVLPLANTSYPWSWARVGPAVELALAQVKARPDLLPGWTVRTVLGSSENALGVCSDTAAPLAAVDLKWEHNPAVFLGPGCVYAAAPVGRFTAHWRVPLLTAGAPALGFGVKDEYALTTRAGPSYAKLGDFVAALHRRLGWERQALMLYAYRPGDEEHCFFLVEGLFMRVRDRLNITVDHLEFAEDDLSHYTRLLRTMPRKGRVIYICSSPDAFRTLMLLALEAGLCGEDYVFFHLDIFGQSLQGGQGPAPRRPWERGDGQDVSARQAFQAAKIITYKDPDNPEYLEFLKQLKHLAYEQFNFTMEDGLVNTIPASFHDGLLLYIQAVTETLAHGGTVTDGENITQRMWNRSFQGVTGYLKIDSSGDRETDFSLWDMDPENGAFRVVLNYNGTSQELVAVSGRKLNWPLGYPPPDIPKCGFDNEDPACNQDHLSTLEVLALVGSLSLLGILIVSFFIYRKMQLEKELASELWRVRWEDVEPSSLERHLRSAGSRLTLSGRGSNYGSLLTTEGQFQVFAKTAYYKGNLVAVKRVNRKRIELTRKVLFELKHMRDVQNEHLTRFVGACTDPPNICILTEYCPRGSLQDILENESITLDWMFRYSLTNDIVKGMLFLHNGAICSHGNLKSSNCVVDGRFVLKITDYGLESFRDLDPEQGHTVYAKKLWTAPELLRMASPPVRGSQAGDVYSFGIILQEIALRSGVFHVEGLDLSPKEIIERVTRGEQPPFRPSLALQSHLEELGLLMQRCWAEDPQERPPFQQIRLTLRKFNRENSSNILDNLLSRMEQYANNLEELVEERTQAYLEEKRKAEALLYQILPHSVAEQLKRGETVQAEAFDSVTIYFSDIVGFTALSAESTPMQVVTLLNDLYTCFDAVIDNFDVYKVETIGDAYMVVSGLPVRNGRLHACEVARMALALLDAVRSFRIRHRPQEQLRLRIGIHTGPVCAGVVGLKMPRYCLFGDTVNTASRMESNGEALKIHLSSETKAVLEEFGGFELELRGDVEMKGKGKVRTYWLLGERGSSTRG
rCAG binder = binds r(CAG) RNA repeats. inhibition, % at 3 µM. r(CAG) RNA repeat, TO-PRO-1 dye displacement fluorescence. actives 1.3% (n = 370,000);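 active means inhibition above the plate cutoff, the mean of all test compounds on that plate plus 3 SD, cut at about 35% in these data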;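 further: 0% = DMSO alone and 100% = 100 µM mitoxantrone as full dye displacement; higher means more dye released from RNA so lower well fluorescence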
SMARCA2 activ = SMARCA2 function activation, primary screen. MG213 cells, MMTV-luciferase reporter, dexamethasone, overnight. activation, % at 9.1 µM. actives 1% (n = 370,000); in the data active means activation above about 7.8%;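 further: 0% = vehicle wells and 100% = reference activator wells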
HTRA1 inh = HTRA1 (human) protease inhibition. Q92743. recombinant HTRA1, FP-rhodamine activity-based probe, fluorescence polarization. inhibition, % at 5.96 µM. actives 0.5% (n = 340,000); in the data active means inhibition above about 36%;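 further: 0% = enzyme with DMSO and 100% = wells lacking enzyme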
* marks the source's active call; other numbers are inactive results; · = not tested or not shown.

The opening 2 compounds, to show the layout:
SMILES | ARFGAP1 inh | NR1D1 modulator | NPR2 activator | mABHD4 FP | ASAP1 GAP inh | PG9 binder | NPR1 activator | rCAG binder | SMARCA2 activ | HTRA1 inh
COc1ccc(-c2[nH]nc3c2C(c2ccc(OC(=O)N4CCOCC4)cc2)C(C#N)=C(N)O3)cc1 (centres undefined) | -3 | 4 | -8 | 1 | -15 | -1.2 | -8 | 8 | -2 | ·
Cc1ccccc1NN1C(=O)C=CC1=O | 9 | -3 | 6 | -3 | -10 | 4.0 | 2 | 2 | 0 | 2

The list itself, repeating the preview:
SMILES | ARFGAP1 inh | NR1D1 modulator | NPR2 activator | mABHD4 FP | ASAP1 GAP inh | PG9 binder | NPR1 activator | rCAG binder | SMARCA2 activ | HTRA1 inh
COc1ccc(-c2[nH]nc3c2C(c2ccc(OC(=O)N4CCOCC4)cc2)C(C#N)=C(N)O3)cc1 (centres undefined) | -3 | 4 | -8 | 1 | -15 | -1.2 | -8 | 8 | -2 | ·
Cc1ccccc1NN1C(=O)C=CC1=O | 9 | -3 | 6 | -3 | -10 | 4.0 | 2 | 2 | 0 | 2
CSc1cccc(NC(=O)CC2Oc3ccccc3NC2=O)c1 (centres undefined) | 9 | -1 | 3 | -13 | 12 | -1.2 | 1 | 1 | -3 | -14
CCOc1ccccc1OCCC(=O)OCC(=O)c1ccc[nH]1 | 1 | -2 | 0 | 4 | -11 | -2.0 | -1 | -3 | -1 | -9
Cc1cc(C)n2nc(/C(C#N)=C/c3ccccc3)c(C#N)c2n1 | 3 | -4 | 2 | 4 | 6 | -0.4 | 5 | 17 | 2 | -9
COc1ccc(Cc2nc(-c3cccs3)no2)cc1OC | -8 | -2 | 6 | -6 | 3 | -1.6 | 0 | -1 | -1 | -4
COC(=O)C1CN(Cc2ccc(F)cc2)CCS(=O)(=O)N1Cc1cn(Cc2ccc(Cl)cc2)nn1 (centres undefined) | · | 1 | -10 | -4 | · | · | -4 | 6 | -1 | ·
Cc1ccc(OCCOC(=O)c2nc3nccc(C)n3n2)cc1 | 0 | -4 | -3 | 2 | 8 | -0.6 | 1 | -3 | 1 | -5
CC1(C)Cc2noc(N)c2C(C)(C)N1O | -2 | 2 | 4 | 5 | 0 | -0.8 | 3 | 2 | 0 | -5
Cc1cccc(NC(=O)COC(=O)[C@@H]2CCCN2C(=O)c2cccs2)c1 | -2 | 0 | -4 | 3 | -4 | 4.5 | -4 | 2 | -3 | -7
O=C(O)/C=C/C(=O)Nc1ccc(SC(F)(F)C(F)(F)C(F)(F)F)cc1 | 0 | 4 | 1 | -1 | -1 | 1.1 | 3 | 10 | -2 | -7
O=C(CCCc1nc2ccccc2s1)N1CCN(c2ccccc2)CC1 | 6 | -2 | 4 | 1 | -9 | 0.7 | 0 | 3 | 0 | -1
CN1C(=O)C(C)(C)c2cc(S(=O)(=O)N3CCCC(C(=O)NCc4ccccc4Cl)C3)ccc21 (centres undefined) | 3 | 0 | 3 | 2 | -5 | -0.5 | 14 | 3 | 10* | 1
CCCCn1c(N)c(N(CCOC)C(=O)COc2ccc(C(C)=O)cc2)c(=O)[nH]c1=O | -4 | -4 | -4 | -1 | -2 | -2.1 | 1 | -5 | -3 | 4
O=C1CCCc2c1cc(-c1ccccc1)n2-c1ccccc1 | -5 | 6 | -13 | -5 | -4 | -1.2 | -3 | -5 | -3 | -12
COC(=O)[C@]12C[C@H](CC(=O)N3CCN(C(=O)c4ccco4)CC3)C(=O)N(Cc3ccco3)C1=C[C@H](C(C)(C)C)O[C@@H]2C | · | 5 | -11 | -1 | · | · | -12 | 4 | -3 | ·
COc1ccccc1C(=O)N/N=C1/NC(=O)CC(C(=O)Nc2ccccc2)S1 (centres undefined) | -13 | 1 | 5 | 8 | 4 | -0.1 | -1 | 10 | -1 | 0
Cc1oc(-c2ccccc2F)nc1CS(=O)(=O)CC(=O)N1CCN(Cc2ccccc2)CC1 | 8 | 4 | 2 | -3 | 10 | -1.2 | 3 | -2 | -5 | 1
Cc1c(NC(=S)NC(=O)c2cccc3ccccc23)cccc1C(=O)O | 7 | -3 | 0 | -7 | 0 | 1.1 | 7 | 7 | 3 | 5
Cc1ccc(/C=C/C(=O)OCC(=O)Nc2ccccc2Sc2ccccc2)cc1 | 8 | 2 | 2 | 5 | -4 | -2.0 | 1 | 0 | 1 | -8

Profiles, looked up by structure:
`COC(=O)[C@]12C[C@H](CC(=O)N3CCN(C(=O)c4ccco4)CC3)C(=O)N(Cc3ccco3)C1=C[C@H](C(C)(C)C)O[C@@H]2C` reads ARFGAP1 inh = ·; NR1D1 modulator = 5; NPR2 activator = -11; mABHD4 FP = -1; ASAP1 GAP inh = ·; PG9 binder = ·; NPR1 activator = -12; rCAG binder = 4; SMARCA2 activ = -3; HTRA1 inh = ·
`Cc1ccccc1NN1C(=O)C=CC1=O` reads ARFGAP1 inh = 9; NR1D1 modulator = -3; NPR2 activator = 6; mABHD4 FP = -3; ASAP1 GAP inh = -10; PG9 binder = 4.0; NPR1 activator = 2; rCAG binder = 2; SMARCA2 activ = 0; HTRA1 inh = 2

More compounds follow.
SMILES | ARFGAP1 inh | NR1D1 modulator | NPR2 activator | mABHD4 FP | ASAP1 GAP inh | PG9 binder | NPR1 activator | rCAG binder | SMARCA2 activ | HTRA1 inh
COc1cccc(C2=CC(=O)C[C@H](c3ccc(F)cc3)C2)c1OC | 3 | 3 | 1 | 1 | -4 | 0.0 | 4 | -6 | 3 | -19
Fc1ccc(NC(=S)Nc2ccc(Cl)cc2Cl)cc1 | 4 | 3 | 2 | 6 | 15 | 0.1 | 0 | 1 | -2 | ·
Cc1c(-c2ccccc2)n(O)c(-c2ccc(N(C)C)cc2)[n+]1[O-] | 16 | -12 | 0 | 6 | -2 | -4.3 | -7 | 5 | 2 | -1
COc1ccc(C2=Nn3c(nnc3-c3ccccc3F)SC2)cc1OCC1CC1 | -2 | -3 | 10 | 4 | 4 | -1.9 | 9 | -2 | 6 | -2
COC(=O)C1=C(C(=O)OC)[C@@H]2N(C)c3ccccc3[C@@]23C[C@@H](C(=O)OC)N(C(=O)c2cccs2)C3=N1 | -2 | 0 | -18 | 4 | 1 | -1.7 | -18 | -3 | 0 | -14
COc1cccc(CNC(=O)[C@H]2CCCN2C(=O)[C@H]2CCCN2C(=O)C2CCCCC2)c1 | 9 | 5 | 2 | -2 | -5 | 1.6 | 0 | 2 | -4 | ·
CC(C)(C)c1ccc(S(=O)(=O)N2CCC(C(=O)N3CCN(C4CCCCC4)CC3)CC2)cc1 | · | -3 | -5 | 5 | · | · | 3 | 2 | -5 | ·
CN(CC(=O)Nc1ccc(F)cc1)C(=O)CCc1nc2sc3c(c2c(=O)[nH]1)CCCC3 | -18 | 16 | -3 | 10 | 11 | 15* | 1 | 17 | 0 | -14
CCOc1ccc(S(=O)(=O)N/N=C\c2ccc3c(c2)OCO3)cc1 | 10 | -8 | -3 | 4 | -11 | 0.4 | -1 | 4 | -1 | 1
NS(=O)(=O)c1ccc(CCNC(=O)c2ccccc2Cc2ccccc2)cc1 | 0 | 1 | 5 | 5 | -2 | -1.8 | 1 | -1 | -1 | 2
CN(c1ccc(OCC(=O)OCC(=O)Nc2ccccc2F)cc1)S(=O)(=O)c1cccs1 | 13 | 1 | 3 | -1 | -2 | 1.8 | 17 | 32 | 2 | -2
O=C(Nc1ccccc1Oc1ccsc1C(=O)O)c1ccccc1 | -11 | -6 | 0 | -4 | -16 | -1.8 | 0 | 7 | -2 | 6
O=C1CN(C(=O)COc2c(Cl)cccc2Cl)c2ccccc2N1 | -2 | -1 | -5 | -2 | -2 | -0.3 | -3 | -2 | -2 | -1
Clc1ccc(CN2C3=NCCCN3c3ccccc32)cc1 | 7 | -1 | -13 | 7 | 2 | -0.1 | -5 | 7 | 2 | -6
COC(=O)C[C@@H]1C=C[C@H](NC(=O)Cc2ccccn2)[C@@H](CO)O1 | -3 | -8 | 17 | 6 | 0 | -0.8 | -1 | 2 | -5 | ·
CC(=O)Nc1cccc(Nc2nc(-c3ccccc3)nc3ccccc23)c1 | 3 | -1 | 11 | -49 | 17 | -0.2 | 7 | 17 | 1 | -104
Cc1ccn2cc(-c3cccc(NC(=O)c4cccs4)c3)nc2c1 | 11 | 13 | -3 | -9 | 8 | -1.0 | -1 | 2 | 3 | -34
CCOc1ccc(-c2csc(NC(=O)C3CCCO3)n2)cc1 (centres undefined) | -1 | -2 | -5 | 3 | -1 | -1.7 | 4 | -1 | -2 | -4
COc1cc(C(=O)NCC(c2ccco2)N2CCCC2)ccc1OCc1c(C)noc1C (centres undefined) | 8 | 2 | 9 | 1 | 10 | -2.6 | 1 | -4 | -3 | 0
COc1ccc(/C(C)=N/NC(=O)CNC(=O)c2ccco2)c(OC)c1 | 3 | 1 | 3 | 0 | 8 | -1.2 | -7 | 0 | 1 | 6

Three entries already listed, ordered by SMILES length, ascending.
SMILES | ARFGAP1 inh | NR1D1 modulator | NPR2 activator | mABHD4 FP | ASAP1 GAP inh | PG9 binder | NPR1 activator | rCAG binder | SMARCA2 activ | HTRA1 inh
COc1cccc(C2=CC(=O)C[C@H](c3ccc(F)cc3)C2)c1OC | 3 | 3 | 1 | 1 | -4 | 0.0 | 4 | -6 | 3 | -19
Cc1c(-c2ccccc2)n(O)c(-c2ccc(N(C)C)cc2)[n+]1[O-] | 16 | -12 | 0 | 6 | -2 | -4.3 | -7 | 5 | 2 | -1
COC(=O)C1=C(C(=O)OC)[C@@H]2N(C)c3ccccc3[C@@]23C[C@@H](C(=O)OC)N(C(=O)c2cccs2)C3=N1 | -2 | 0 | -18 | 4 | 1 | -1.7 | -18 | -3 | 0 | -14

The list goes on:
SMILES | ARFGAP1 inh | NR1D1 modulator | NPR2 activator | mABHD4 FP | ASAP1 GAP inh | PG9 binder | NPR1 activator | rCAG binder | SMARCA2 activ | HTRA1 inh
CCCCn1nc(C(=O)Nc2ccccc2N2CCCC2)c2ccccc2c1=O | -10 | 4 | -6 | 0 | -16 | 0.2 | -6 | 4 | -2 | -9
CCOc1ccc(N2C(=O)CC(NC3CCN(C(=O)c4ccc(F)cc4)CC3)C2=O)cc1 (centres undefined) | -7 | -3 | -1 | 0 | -3 | 0.3 | 6 | -5 | -2 | -1
Cc1cc(C(=O)Nc2nnc(C(F)(F)F)s2)no1 | 6 | 2 | 10 | -4 | -9 | -2.0 | 2 | -2 | 2 | -2
O=[N+]([O-])/C(C(=C(Cl)Cl)N1CCN(Cc2ccccc2)CC1)=C1\NCCN1Cc1ccc(Cl)nc1 | 8 | 2 | -1 | 0 | 3 | -2.7 | -3 | -3 | -4 | 0
Nc1nc2ccc(S(=O)(=O)N3CCCCC3)cc2s1 | 3 | 2 | -1 | -1 | -18 | -4.8 | -3 | 4 | 2 | 2
CCc1ccc(N(CC(=O)Nc2ccccc2C(=O)N2CCCC2)S(C)(=O)=O)cc1 | 11 | -5 | -2 | -3 | -4 | -0.1 | -1 | -6 | -2 | -4
CC(C)n1c(COc2ccccc2)nc2ccccc21 | -1 | 1 | -8 | -5 | -5 | -2.8 | -5 | -2 | -1 | -4
